Compound activity as filed in PubChem BioAssay.
ABCB1 inh: human ABCB1 inhibition, ABCG2 as counter-screen. 190,000 tested, 0.067% active. AID 1326. CCRF-Adr cells, JC-1 efflux, flow cytometry. P08183. inhibition, % at 6.6 µM; in the data active = inhibition above about 40%;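 note: 0% = vehicle and 100% = reference inhibitor; higher value means more JC-1 retained so stronger ABCB1 efflux block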
Bim-Bcl-B: human Bim-Bcl-B interaction inhibition; Q9HD36; bead-based flow cytometry, Bim peptide-Bcl-B binding; inhibition, % at 10 µM; 190,000 tested, 0.073% active;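 note: 0% = tracer peptide without compound and 100% = reference inhibitor peptide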
Target sequence (Q9HD36 whole entry, looked up): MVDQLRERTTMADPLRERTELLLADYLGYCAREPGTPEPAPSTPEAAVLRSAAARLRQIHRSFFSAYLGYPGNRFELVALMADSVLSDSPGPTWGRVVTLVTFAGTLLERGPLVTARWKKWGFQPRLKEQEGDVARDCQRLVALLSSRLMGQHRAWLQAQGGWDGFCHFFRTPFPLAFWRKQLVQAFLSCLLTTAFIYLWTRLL
RGS7-Gao reg: regulators of human RGS7-Galphao interaction. P09471. AID 1439. Multiplexed bead flow cytometry, RGS7-Galphao binding; actives lie on both sides. 220,000 tested, 0.35% active. binding response (% of control), % at 10 µM; in the data active = binding response below about 49% or above about 150%; inconclusive = no clear call, values can overlap the other calls; inactive = in between;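 note: fluorescent Galphao held in activated GDP-AlF4 state binding bead-coupled RGS7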
Bim-Bcl-W: human Bim-Bcl-W interaction inhibition; AID 952; Q92843; bead-based flow cytometry, Bim peptide-Bcl-W binding; inhibition, % at 10 µM; 190,000 tested, 0.02% active;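 note: 0% = bound tracer without compound and 100% = peptide blocker; higher means less fluorescent Bim peptide bound to Bcl-W beads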
Target sequence (Q92843 whole entry, looked up): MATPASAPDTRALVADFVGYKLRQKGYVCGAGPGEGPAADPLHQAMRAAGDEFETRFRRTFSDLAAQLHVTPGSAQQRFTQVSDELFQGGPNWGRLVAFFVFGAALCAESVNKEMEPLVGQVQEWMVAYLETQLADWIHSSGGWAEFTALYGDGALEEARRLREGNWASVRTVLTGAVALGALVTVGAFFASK
Bcl-2 Bim block: inhibitors of Bim-Bcl-2 interaction, human; P10415; Bead-based flow cytometry, Bim peptide-Bcl-2 binding; inhibition, % at 10 µM; 190,000 tested, 0.06% active; AID 950; in the data active = inhibition above about 40%; inconclusive = no clear call, values can overlap the other calls;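 note: 0% = no compound wells with probe peptide and 100% = reference peptide inhibitor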
Target sequence (P10415 whole entry, looked up): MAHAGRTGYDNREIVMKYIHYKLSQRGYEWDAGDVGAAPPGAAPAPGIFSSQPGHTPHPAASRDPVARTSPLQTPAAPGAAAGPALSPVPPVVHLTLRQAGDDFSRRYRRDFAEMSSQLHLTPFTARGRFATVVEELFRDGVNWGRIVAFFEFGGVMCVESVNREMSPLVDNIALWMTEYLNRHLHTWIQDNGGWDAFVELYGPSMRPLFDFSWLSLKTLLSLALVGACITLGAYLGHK
Bim-Bcl-XL: human Bim-Bcl-XL interaction inhibition. Q07817. Bim peptide-Bcl-XL binding, bead flow cytometry, fluorescence. inhibition, % at 10 µM. 190,000 tested, 0.04% active
Target sequence (Q07817 whole entry, looked up): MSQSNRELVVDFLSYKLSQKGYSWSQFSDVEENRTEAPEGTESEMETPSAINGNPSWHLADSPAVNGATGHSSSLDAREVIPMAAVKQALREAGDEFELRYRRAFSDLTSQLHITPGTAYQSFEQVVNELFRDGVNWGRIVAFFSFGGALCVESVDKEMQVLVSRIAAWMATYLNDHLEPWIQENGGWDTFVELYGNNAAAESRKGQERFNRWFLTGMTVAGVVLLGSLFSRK
Bfl-1 Bim block: human Bim-Bfl-1 interaction inhibition; Bead-based flow cytometry, Bim-Bfl-1 binding inhibition; Q16548; inhibition, % at 10 µM; 190,000 tested, 0.12% active;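 note: 0% = wells without compound plus tracer and 100% = blocker peptide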
GSH bead fluor: GSH bead compound fluorescence profile; GSH beads flow cytometry, compound fluorescence 488/530 nm; active compounds read high; fluorescence (KMESF) at 10 µM; 190,000 tested, 0.25% active; AID 1776; in the data active = fluorescence above about 89;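 note: glutathione beads carrying GST-tagged Bcl family fusion proteins plus one bare bead set; values are compound well signal with DMSO vehicle wells as background; inactives centre near 16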
RGS8-Gao reg: human RGS8-Galphao interaction regulation; P09471; multiplexed bead flow cytometry, RGS8-Galphao binding; actives lie on both sides; response (percent of control binding), % at 10 µM; 220,000 tested, 0.34% active; in the data active = response below about 60% or above about 140%; inactive = in between;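 note: Galphao activated as the GDP aluminium fluoride complex binding bead-coupled RGS8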
ABCG2 inh: inhibitors of human ABCG2 transporter, ABCB1 counter-screen; Q9UNQ0; IgMXP3 cells, JC-1 efflux, flow cytometry; inhibition, % at 6.6 µM; 190,000 tested, 0.1% active; AID 1325;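 active = inhibition above 80%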;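 note: 0% = DMSO and 100% = nicardipine control wells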
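Incubation: cells with compound and JC-1, 10 min at 25 °C, rotating, no wash / Test system: IgMXP3 (ABCG2) plus far-red-tagged CCRF-Adr (ABCB1) cells / Compound dosing: one concentration, 6.6 µM final / Also added: JC-1 fluorescent substrate / Evaluation: efflux inhibition in percent versus controls / Detection: flow cytometry, 530 nm JC-1 signal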
RGS4-Gao reg: modulates binding of RGS4 to human Galphao | P09471 | Multiplexed bead flow cytometry; actives lie on both sides | binding response (% of control), % at 10 µM | 220,000 tested, 0.33% active | AID 1415; in the data active = binding response below about 49% or above about 150%; inactive = in between;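 note: fluorescent Galphao activated with aluminum fluoride binding bead-coupled RGS4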
* = called active by the depositor; u = inconclusive. Cut-off read from the data, not from the text of the source, unless noted: active = inhibition above about 40%.

SMILES	ABCB1 inh	Bim-Bcl-B	RGS7-Gao reg	Bim-Bcl-W	Bcl-2 Bim block	Bim-Bcl-XL	Bfl-1 Bim block	GSH bead fluor	RGS8-Gao reg	ABCG2 inh	RGS4-Gao reg
COC(=O)c1c(NC(=O)C2Cc3ccccc3C(=O)O2)sc2c1CCCC2 (configuration not stated)	0.6	-10	98	-8	-6	-6	-7	12	101	1	101
CNC(=O)/C(C#N)=C/c1ccc(-c2ccccc2[N+](=O)[O-])o1	0.2	0	99	6	1	5	2	18	104	1	100
C/C(=N\NC(=O)COc1cc(C)cc(C)c1)c1ccc(N2CCOCC2)cc1	0.4	-9	96	-7	-7	-12	-7	10	100	92*	101
O=C(Nc1ccccc1)c1c(F)c(F)c(F)c(F)c1F	0.5	-6	97	0	-7	-9	-11	6	100	2	101
Cc1ccc(S(=O)(=O)N2CCOCC2)c(C)c1-n1cnnn1	0.5	0	99	-3	-4	-3	-2	19	101	2	99
CCCn1c(SCC(=O)NC(C)c2ccccc2)n[nH]c1=O (configuration not stated)	0.1	-4	108	3	-1	-1	-2	16	108	2	106
CC(C)c1nnc(NC(=O)C2c3ccccc3Oc3ccccc32)s1	0.4	-5	100	-1	-5	-4	-5	53	102	2	102
O=C(N/N=C1\CCSC1)c1cc(Cl)ccc1O	-0.6	4	94	7	3	1	9	9	100	-1	101
CSc1cccc(NC(=O)C2CCN(S(C)(=O)=O)CC2)c1	0.0	-7	93	-3	-4	-4	-12	13	95	0	91
CCOC(=O)c1cc2c(=O)n3ccccc3nc2n(CCOC)c1=NC(=O)c1c(-c2c(F)cccc2Cl)noc1C	13	-12	113	4	3	3	2	9	100	18	102

No new results follow: an excerpt of the list.
SMILES	ABCB1 inh	Bim-Bcl-B	RGS7-Gao reg	Bim-Bcl-W	Bcl-2 Bim block	Bim-Bcl-XL	Bfl-1 Bim block	GSH bead fluor	RGS8-Gao reg	ABCG2 inh	RGS4-Gao reg
O=C(Nc1ccccc1)c1c(F)c(F)c(F)c(F)c1F	0.5	-6	97	0	-7	-9	-11	6	100	2	101
Cc1ccc(S(=O)(=O)N2CCOCC2)c(C)c1-n1cnnn1	0.5	0	99	-3	-4	-3	-2	19	101	2	99
CCCn1c(SCC(=O)NC(C)c2ccccc2)n[nH]c1=O (configuration not stated)	0.1	-4	108	3	-1	-1	-2	16	108	2	106
CC(C)c1nnc(NC(=O)C2c3ccccc3Oc3ccccc32)s1	0.4	-5	100	-1	-5	-4	-5	53	102	2	102
O=C(N/N=C1\CCSC1)c1cc(Cl)ccc1O	-0.6	4	94	7	3	1	9	9	100	-1	101

More structures
SMILES	ABCB1 inh	Bim-Bcl-B	RGS7-Gao reg	Bim-Bcl-W	Bcl-2 Bim block	Bim-Bcl-XL	Bfl-1 Bim block	GSH bead fluor	RGS8-Gao reg	ABCG2 inh	RGS4-Gao reg
CC(=O)c1c(C)[nH]c(C(=O)NCCc2ccccc2)c1C	-3.7	-5	99	2	-6	-1	-9	11	101	-5	102
Cc1cccc(/C=N\NC(=O)c2sccc2-n2cccc2)c1	1.0	-4	104	-1	-1	-2	-2	10	106	6	107
CCOC(=O)c1cc(-c2cccc([N+](=O)[O-])c2)on1	0.1	-6	97	0	-5	-2	-6	10	102	10	102
CC(=O)Nc1cc(C(=O)O)ccc1S(=O)(=O)c1ccc(C)cc1	0.2	-10	101	0	-6	-7	-16	22	100	-3	103
Cc1cc(C)c(NC(=O)CS(=O)CC(=O)N2CCN(c3ccccc3)CC2)c(C)c1 (configuration not stated)	0.5	3	105	0	0	0	0	24	107	3	104
COC(=O)Nc1nnc(COc2cccc(C)c2)s1	0.1	-4	94	0	-4	0	-6	11	104	14	103
COc1cccc2c1OC[C@@H](CO)[C@H]2N(C)C(=O)Nc1ccccc1	0.3	0	106	-3	-1	-2	-2	25	100	1	105
Cc1cccc2cc(CN(Cc3cccs3)C3(c4nnnn4C4CCCC4)CCCC3)c(=O)[nH]c12	16	4	100	0	2	-3	4	10	99	9	100
CN(C)S(=O)(=O)c1cccc(NC(=O)c2cnccn2)c1	0.9	-3	u	-2	-3	-1	-5	10	100	6	99
CC(C)C(c1nnnn1CC1CCCO1)N1CCN(C2CCCC2)CC1 (configuration not stated)	0.3	-3	106	0	-7	-3	-3	19	102	2	103
Cc1ccc(C)c2c(SC(C)C(=O)NCc3ccco3)nc(-c3ccccc3)nc12 (configuration not stated)	0.2	9	89	2	21	-1	8	36	94	2	90
Cc1cc(NC(=O)CN2CCCCC2C)no1 (configuration not stated)	0.1	0	102	0	-1	-2	-2	12	99	1	101
CC1=CC(=O)C(C(C)C)=C/C1=N/OC(=O)c1cccc([N+](=O)[O-])c1	-0.4	-8	95	0	-6	-1	-12	34	100	2	100
O=C1CCC/C1=C\c1ccccc1	0.4	-3	101	-1	-3	0	-4	8	101	2	99
COC(=O)C1=NN(C(C)=O)C2(CC(=O)N(c3cc(C)cc(C)c3)C2=O)C1 (configuration not stated)	0.5	14	105	20	21	26	23	9	99	-1	100
O=C(O)c1ccc(N2CCCCC2)cc1	0.2	-3	100	3	-8	5	-9	37	99	0	97
Cc1n[nH]c(C)c1N1C(=O)c2cccc3cc(Br)cc(c23)C1=O	1.2	-5	101	-5	-5	-7	-1	11	101	13	102
COc1ccc(C(=O)NNC(=O)CSc2nnc(COc3ccccc3OC)n2C)cc1	0.4	-7	99	-2	0	-3	-2	11	103	1	99
N#C/C(=C(/O)COC(=O)CCCNC(=O)c1ccc(Cl)cc1)c1nc2ccccc2[nH]1	0.6	-1	94	-5	-4	-5	-1	6	94	2	75
CCc1ccc(N2C(=O)CC(N(CC3CCCO3)C(=O)/C=C/C(=O)O)C2=O)cc1 (configuration not stated)	1.4	-7	107	-3	0	-6	-1	10	103	10	109
O=C(NCCc1ccccc1)c1ccc([N+](=O)[O-])cc1	0.3	0	100	3	0	2	0	22	95	3	98
Cc1ccccc1Nc1nc(N)nc(COC(=O)CCS(=O)(=O)c2ccccc2)n1	-2.5	-10	94	-2	-10	-4	-8	30	97	-1	97
CCSc1nc2c(c(=O)[nH]c(=O)n2C)n1CC(O)COc1ccccc1 (configuration not stated)	0.6	-5	98	-3	-4	-6	-14	11	105	3	103
Cc1ccc(Nc2nc(N)nc(CN3CCN(c4ccccc4)CC3)n2)cc1Cl	0.8	-10	97	-1	-12	-6	-20	35	101	40	97
COc1cc(C(=O)N[C@@H](C)C(=O)NCc2ccco2)cc(OC)c1OC	0.8	1	96	1	5	0	-1	15	101	10	100
Cc1ccc(OCc2ccc(C(=O)Nc3ccc(S(N)(=O)=O)cc3)o2)cc1	1.0	-7	101	0	0	-2	-5	22	102	9	100
CN(Cc1ccc(O)cc1)C1CCCCC1	-0.2	-3	102	0	2	0	2	22	100	0	100
O=C(NCc1n[nH]c(=S)n1-c1ccccc1)c1ccc(S(=O)(=O)N2CCCCC2)cc1	-0.6	-18	103	-2	-3	-7	1	17	94	-1	98
O=C(Nc1ccc(Cc2ccncc2)cc1)C1CCC(N2C(=O)C3CC=CCC3C2=O)CC1 (configuration not stated)	0.3	-2	100	-1	-6	-2	-5	47	101	0	98
COc1ccccc1CN1C[C@@H]2C[C@@H](c3cccc(C)c3)N3CCC[C@@]23C1=O	0.8	-2	99	0	-2	-3	-4	18	101	14	101
COc1ccccc1N(CC(=O)NCCc1ccccc1)S(C)(=O)=O	0.2	-3	100	0	-6	-4	-17	25	99	6	97
O=C1c2ccccc2C(=O)C12OC2c1ccc(Cl)cc1 (configuration not stated)	0.2	-6	99	-2	3	-3	0	6	98	-3	99
COc1ccc(N2C(=O)/C(=C\c3ccco3)N=C2SCC(=O)NC(C)C)cc1Cl	-0.9	1	102	-2	5	-3	8	17	103	-7	101
Cc1ccc(SCc2cc(=O)c3c(=O)n(-c4ccccc4)[nH]c3[nH]2)cc1	-1.0	1	102	3	4	1	7	12	99	-3	94
COc1cccc(/C=N\NC(=O)c2sc(N)nc2C)c1OC	0.4	-2	91	-1	-3	-2	-1	10	98	2	97
COc1ccc(C(=O)N2CCN(C3CCN(Cc4ccccc4)CC3)CC2)cc1OC	2.2	-5	100	1	-9	14	-14	34	101	8	105
CC1(C)CNC(=O)C=C(c2ccccc2)C1	0.4	-5	100	-3	0	0	-2	20	105	1	103
CS(=O)(=O)N1CCN(c2ccccc2NC(=O)c2cccnc2Cl)CC1	-1.7	-14	103	-2	-13	-12	-19	32	100	11	103
Cc1ccc2c(C(=O)CSc3ccccc3)c(C)[nH]c2c1	-0.1	-8	102	-9	-8	-9	-13	19	100	0	101
CC(C)NS(=O)(=O)c1ccc(OCC(=O)N2CCCC2)cc1	3.0	-2	97	-2	-3	-2	-2	11	99	13	100
CCC(C)(C)NC(=O)c1ccc2c(c1)S(=O)(=O)c1ccccc1C2=O	0.9	1	99	1	-2	1	0	16	95	5	89
O=[N+]([O-])c1ccc(-c2nc3ccc([N+](=O)[O-])cc3[nH]2)cc1	0.0	4	99	3	0	0	0	14	102	2	101
CC1CCCCC1NC(=O)Cn1nnc2ccccc2c1=O (configuration not stated)	0.0	-4	u	-1	-4	-4	-3	13	103	9	99
CCc1nc(N)c(C#N)c(-c2cccc3ccccc23)c1C	0.5	-4	104	-3	-3	-4	-6	16	102	1	102
COc1ccc(CCNC(=O)CCSc2nc(-c3ccco3)cc(C(F)(F)F)n2)cc1	0.3	2	99	5	-6	-2	-3	12	99	2	98
CCOC(=O)N1CCN(C(=O)c2nc3ccccc3s2)CC1	-0.2	-8	104	3	-6	-3	-10	47	103	4	100
Cc1cc(OCC#N)nc(N)n1	0.0	-3	101	-1	-1	0	-5	13	100	2	100
Cc1cccc(NC(=O)Nc2ccc(C)c(C)c2)n1	3.1	0	100	-3	1	-2	0	42	91	19	102
Cc1nc2ncc(Br)cc2[nH]1	-1.2	-12	103	-2	-3	-7	0	23	104	-10	106
CCOC(=O)C1CCN(C(=O)c2ccccc2NC(=O)c2ccc(Br)cc2)CC1	3.5	-6	105	-4	1	-7	-2	7	102	58	105
The list goes on:
SMILES	ABCB1 inh	Bim-Bcl-B	RGS7-Gao reg	Bim-Bcl-W	Bcl-2 Bim block	Bim-Bcl-XL	Bfl-1 Bim block	GSH bead fluor	RGS8-Gao reg	ABCG2 inh	RGS4-Gao reg
Cc1ccc(N2C(=O)C3C4C=CC(CNC(=S)Nc5ccc(Cl)cc5)(O4)C3C2=O)cc1 (configuration not stated)	-0.1	-7	93	-3	0	-7	-7	4	97	1	93
Cc1cc(C)c(C)c(S(=O)(=O)N2CCNCC2)c1C	0.6	7	98	0	3	1	6	22	101	3	103
CC(C)Sc1nc2ccccc2n1CC(=O)NCc1ccc2c(c1)OCO2	-2.6	-2	93	0	-1	0	-3	20	96	-2	89
COc1ccc(-c2noc(N3CCC(C(=O)N4CCN(c5ccccn5)CC4)CC3)n2)cc1	1.3	-4	100	0	-3	1	0	11	101	5	96
CCCCSc1nnc2n(CCc3ccccc3)c(=O)c3c4c(sc3n12)COC(C)(C)C4	0.0	-8	100	-7	-6	-8	-12	14	101	0	100
O=C(CN(Cc1cccs1)C(=O)CNS(=O)(=O)c1ccc(F)cc1)NCc1ccco1	-2.3	-7	101	0	-4	0	-6	27	100	-3	98
CSc1ncccc1C(=O)OCC(=O)N(C)C1CCS(=O)(=O)C1 (configuration not stated)	0.4	-10	98	-2	-10	-10	-19	38	100	19	101
